HTR5A ag = HTR5A agonism, opioid heterodimer counter-screen | 340,000 compounds, 0.61% hits | P47898 | activation, % at 9.3 µM | HTR5A agonist assay, luminescence, cell-based; in the data active = activation mostly above about 9.5%, no sharp cut-off; inactive = mostly below about 7.6%;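 also: 0% = cells with vehicle only and 100% = reference agonist; strong numbers were not always called active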
C-LANA FP = KSHV C-LANA DNA binding inhibition; inhibition, % at 9 µM; MBP-C-LANA/FAM-LBS DNA binding, fluorescence polarization; 340,000 compounds, 0.078% hits;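 active = highest replicate inhibition at or above 60% at 9 µM, even if other replicates fall short; inactive = all replicates below 60% inhibition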;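 also: 0% = neutral control wells and 100% = 4 µM acridine orange control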
V-ATPase pHluor = regulators of yeast V-ATPase proton transport; 350,000 compounds, 0.37% hits; AID 504577; response, % at 10 µM; S. cerevisiae, pHLuorin cytosolic pH fluorescence; in the data active = response mostly above about 7.3%, no sharp cut-off; inactive = mostly below about 5.4%; also: actives read high; inactives centre near 0; some compounds called inactive have numbers as strong as hits; reference of the scale not given here
cardiac RTF act = increases calcium sensitivity of human cardiac regulated thin filaments; P19429+P45379; IANBD-labeled TnC RTF fluorescence at EC20 calcium; 0% EC20 calcium, 100% full calcium; activation, % at 7.2 µM; 340,000 compounds, 0.24% hits;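 active = activation above the mean over all tested compounds plus 3 SD, cut at about 30% in these data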;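 also: rise in fluorescence read as greater calcium sensitivity of cardiac thin filaments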
Cardiac RTF inh = cardiac RTF calcium desensitization | P19429+P45379 | IANBD-labeled cardiac RTF, Ca2+ fluorescence | inhibition, % at 7.15 µM | 340,000 compounds, 0.12% hits | AID 493244;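 active = inhibition above the mean inhibition of all tested compounds plus 3 SD, cut at about 17% in these data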;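 also: assay run at fixed EC70 calcium of 1.6 mM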
HTR5A inv ctr = inverse agonist of human HTR5A in OPRM1-OPRD1 counter-screen | HTR5A cell line, luminescence, inverse agonism | 340,000 compounds, 0.083% hits | AID 504634 | inhibition, % at 9.3 µM; in the data active = inhibition mostly above about 23%, no sharp cut-off; inactive = mostly below about 18%;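 also: 0% = cells with DMSO and 100% = no-cell wells with DMSO; some compounds called inactive have numbers as strong as hits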
Keap1-Nrf2 PPI = Keap1-Nrf2 (human) interaction inhibition; Q14145; Keap1 Kelch-Nrf2 peptide fluorescence polarization, 1536-well; inhibition, % at 9.4 µM; 340,000 compounds, 0.15% hits; in the data active = inhibition above about 12%;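 also: human Keap1 Kelch domain with fluorescein labeled Nrf2 9mer peptide probe; 0% = neutral control wells and 100% = peptide positive control; higher means more block of Keap1 binding to Nrf2 peptide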
MOR-DOR inv ag = inverse agonists of human mu-delta opioid receptor heterodimerization; cell-based MOR-DOR heterodimer luminescence, inverse agonism; inhibition, % at 9.3 µM; 340,000 compounds, 0.21% hits; AID 504357; in the data active = inhibition above about 22%, passing the limit was not always enough;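 also: 0% = cells with DMSO and 100% = wells without cells with DMSO; values of inactives mirror those of a sister screen read the other way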
Target sequence (P35372 whole entry, looked up): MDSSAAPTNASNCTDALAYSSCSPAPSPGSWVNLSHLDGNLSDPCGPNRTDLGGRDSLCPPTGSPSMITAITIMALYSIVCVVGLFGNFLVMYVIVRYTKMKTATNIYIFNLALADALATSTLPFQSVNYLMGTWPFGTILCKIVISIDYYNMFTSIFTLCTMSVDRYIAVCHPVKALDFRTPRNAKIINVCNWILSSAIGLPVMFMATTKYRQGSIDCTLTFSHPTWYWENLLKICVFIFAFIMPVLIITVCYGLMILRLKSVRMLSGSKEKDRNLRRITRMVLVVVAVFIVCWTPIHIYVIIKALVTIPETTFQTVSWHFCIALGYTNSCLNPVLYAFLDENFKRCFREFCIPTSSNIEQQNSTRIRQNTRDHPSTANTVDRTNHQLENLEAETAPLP
Target sequence (P41143 whole entry, looked up): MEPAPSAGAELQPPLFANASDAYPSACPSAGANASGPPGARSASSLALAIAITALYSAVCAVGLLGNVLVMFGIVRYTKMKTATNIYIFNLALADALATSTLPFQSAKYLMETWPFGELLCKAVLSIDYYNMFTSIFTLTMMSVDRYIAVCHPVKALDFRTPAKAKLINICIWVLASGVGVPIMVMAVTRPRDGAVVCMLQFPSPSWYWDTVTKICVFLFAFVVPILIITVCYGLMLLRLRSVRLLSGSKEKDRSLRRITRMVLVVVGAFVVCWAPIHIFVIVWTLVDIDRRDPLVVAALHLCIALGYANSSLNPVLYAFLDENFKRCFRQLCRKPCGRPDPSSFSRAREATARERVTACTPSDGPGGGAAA
CAL PDZ FP = CAL PDZ (human) peptide binding inhibition. Q9HD26. purified CAL PDZ, TMR-peptide fluorescence polarization, 1 h. inhibition, % at 24.9 µM. 300,000 compounds, 0.92% hits. AID 602252;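 active = mean inhibition of at least 30% with at least half of replicates also reaching 30%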;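 also: 0% = DMSO neutral control and 100% = excess unlabeled competitor peptide PRC23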
OPRM1-OPRD1 ag = agonists of human mu-delta opioid receptor heterodimerization; P35372+P41143; cells, OPRM1-OPRD1 heterodimerization, luminescence; activation, % at 9.3 µM; 340,000 compounds, 0.3% hits; AID 504326; in the data active = activation above about 18%;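 also: 0% = vehicle-treated cells and 100% = reference agonist; values of inactives mirror those of a sister screen read the other way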
* = called active by the depositor; x = not tested or not shown; + = active, no number.

nr | molecule | CAL PDZ FP | HTR5A inv ctr | HTR5A ag | Cardiac RTF inh | C-LANA FP | V-ATPase pHluor | cardiac RTF act | Keap1-Nrf2 PPI | MOR-DOR inv ag | OPRM1-OPRD1 ag
1 | CN(c1ccccc1)c1nc(N)c([N+](=O)[O-])c(NCc2ccccc2)n1 | 9 | -11 | -1 | -2 | 2.4 | -1 | 5 | -3 | -22 | 4.5
2 | O=C(CCl)Nc1cccc(CP(=O)(c2ccccc2)c2ccccc2)c1 | 1 | 14 | 4 | 0 | 0.2 | -2 | 0 | -1 | 7 | -1.3
3 | S=C(NCCCN1CCOCC1)Nc1ccc(-c2nc3ccccc3[nH]2)cc1 | 1 | -20 | 3 | 3 | -0.7 | 2 | 16 | -7 | 0 | 0.1
4 | O=C(CCCc1ccccc1)Nc1nccs1 | -5 | -14 | 5 | -6 | 1.3 | 2 | 0 | -8 | 8 | -1.7
5 | Cc1ccccc1NC(=S)N1CCN(C(=O)c2ccco2)CC1 | -4 | 1 | -4 | -4 | 0.5 | x | -5 | -1 | 7 | -1.0
6 | COc1ccc(C(=O)O)cc1S(=O)(=O)Nc1ccc(N2CCCCC2)cc1 | 1 | 12 | -3 | 0 | 3.6 | -3 | -3 | 4 | 5 | -1.0
7 | CCc1cc(C(=O)NNC(=S)Nc2cccc(C)c2)cs1 | -1 | -2 | -1 | -3 | 1.1 | 2 | -2 | 0 | 11 | -2.3
8 | CCOC(=O)c1c(C)[nH]c(C)c1C(=O)COC(=O)c1cccnc1OCC | -5 | 0 | 6 | -7 | 1.4 | 0 | 1 | -2 | -12 | 3.0
9 | CCc1nc2ccc(C(=O)N3CCN(c4cccc(C)c4C)CC3)cc2nc1CC | 1 | 0 | 0 | -13 | -1.9 | 3 | -5 | -3 | -6 | 1.2
10 | CCS(=O)(=O)N1CCCC(C(=O)NCCCOC)C1 (stereo not drawn) | -4 | 5 | -1 | -19 | 0.0 | -2 | 8 | -3 | 14 | -2.5
11 | Cc1ccc(S(=O)(=O)N2CCN(C(=O)C3CCCO3)CC2)cc1 (stereo not drawn) | 1 | 13 | 4 | -4 | -0.6 | -1 | -1 | -3 | -1 | 0.1
12 | CCN(C(=O)CSc1cc(-c2ccccc2)c2ccc(OC)cc2n1)C1CCS(=O)(=O)C1 (stereo not drawn) | -1 | -15 | 3 | -3 | 1.5 | 3 | -1 | -3 | -16 | 2.8
13 | Cc1cc(C(=O)N/N=C/c2ccc(-c3ccc([N+](=O)[O-])cc3Cl)o2)n[nH]1 | -2 | -3 | 1 | 0 | -2.9 | 2 | -5 | -5 | -41 | 7.7
14 | Cc1cc(N/N=C/c2ccc(N(C)C)cc2)c2ccccc2n1 | x | -10 | -2 | -7 | 1.0 | 0 | 6 | -3 | -6 | 1.1
15 | O=S(=O)(c1ccc(Br)s1)N1CCNCC1 | 5 | -19 | 5 | -6 | -0.9 | 6 | -2 | 1 | 14 | -2.8
16 | CC(Sc1nnc(Nc2ccccc2F)s1)C(=O)NC1CC1 (stereo not drawn) | 1 | 18 | -7 | 6 | -0.8 | 2 | -1 | -4 | 5 | -1.3
17 | COC(=O)c1cccc(Cn2nnc3ccccc3c2=O)c1 | x | 20 | 2 | 2 | -2.9 | 3 | 0 | -3 | 20 | -4.3
18 | Nc1c(C(=O)NC2CC2)sc2nc3c(c(-c4ccco4)c12)CC/C3=C/c1ccco1 | 9 | -11 | 1 | 31* | 6.2 | 7 | -17 | -7 | -3 | 0.6
19 | Cc1ccc(OCC(=O)NC(=S)Nc2cccc(C)n2)cc1 | -4 | 2 | 0 | -11 | 0.2 | -2 | 2 | 3 | -11 | 1.7
20 | CC(=O)Nc1cc(C(=O)O)ccc1S(=O)(=O)c1ccc(Cl)cc1 | x | -5 | 0 | -4 | -1.2 | -1 | 8 | -5 | -3 | 0.6
21 | OCCNc1nc(SCc2ccccc2)nc2sc3c(c12)CCC3 | 3 | 1 | 0 | 5 | -0.2 | 3 | -1 | 3 | -2 | 0.4
22 | CC(C)OC(=O)CSc1nc2c(cc1C#N)CCCCC2 | x | 21 | -1 | 3 | -0.9 | 5 | -1 | -4 | 16 | -3.2
23 | CN1C(=O)C(C)(C)c2cc(S(=O)(=O)N3CCN(c4ccc(F)cc4)CC3)ccc21 | 0 | 2 | 7 | 6 | 0.0 | 0 | -1 | 2 | 16 | -2.9
24 | Cc1cccc(NC(=O)CC(C)S(=O)(=O)c2ccc3c(c2)NC(=O)CO3)c1C (stereo not drawn) | -3 | 1 | 0 | -4 | 0.5 | -1 | -2 | -3 | 10 | -1.9
25 | CCOc1ccc(CCNC(=O)c2cc([N+](=O)[O-])ccc2N2CCOCC2)cc1OCC | -4 | 1 | 0 | -12 | 0.7 | -1 | -3 | -7 | 6 | -1.1
26 | Cc1nn(-c2ccccc2)c(C)c1C(=O)OCC(=O)NC(=O)NC1CCCC1 | -1 | -20 | 1 | -7 | -0.5 | x | 8 | -5 | -22 | 3.6
27 | COc1ccc([C@H]2C=C3CN(C(=O)OC(C)(C)C)S(=O)(=O)[C@H]3C[C@H]2OC(=O)c2ccc(C(F)(F)F)cc2)cc1 | -2 | 7 | -4 | -28 | 3.3 | 2 | 0 | 5 | 20 | -3.5
28 | O=C(Nc1ccccn1)Nc1ccccc1[N+](=O)[O-] | + | 5 | -1 | -3 | 1.0 | -2 | -2 | -1 | 12 | -2.6
29 | Cc1ccc(C(C)C)c(OCC(=O)NC2CCN(C)CC2)c1 | 1 | -12 | 5 | -7 | 0.2 | 4 | -3 | -4 | 6 | -1.4
30 | CC(=O)Nc1ccc(OCC(O)Cn2cncn2)cc1 (stereo not drawn) | -3 | 8 | -2 | -1 | -1.3 | 1 | -2 | -7 | 4 | -0.9
31 | Cc1ccc(NS(=O)(=O)c2ccc3[nH]c(=O)[nH]c3c2)c(C)c1 | 1 | -4 | 5 | 5 | 0.7 | 4 | 9 | 1 | -1 | 0.3
32 | COCCOC(=O)c1c(C)n(C)c2ccc(OC(=O)c3ccccc3OC)cc12 | 1 | -13 | 3 | 2 | 2.1 | 1 | 1 | -3 | 16 | -3.5
33 | Cc1nc(NC(=O)C2CC2)sc1C | 3 | -6 | 4 | 4 | 0.0 | -1 | 5 | -2 | -3 | 0.5
34 | O=C(Nc1cc(Cl)ccc1Cl)Nn1cnnc1 | x | -6 | -1 | 1 | -0.3 | -1 | -2 | 3 | 11 | -1.5
35 | NC(=O)COC(=O)CC(NC(N)=O)c1ccc(Cl)cc1 (stereo not drawn) | -1 | -3 | -2 | 0 | 0.3 | -2 | -2 | -2 | 6 | -1.1
36 | O=C(C[C@H]1C/C=C\C[C@@H](Cc2ccc(F)cc2)C(=O)OC[C@@H](Cc2c[nH]c3ccccc23)NC1=O)NCCO | -2 | 2 | -1 | 3 | 1.0 | 2 | 13 | 2 | 19 | -3.4
37 | O=C(OCC(=O)N1CCc2ccccc21)c1c2c(nc3ccccc13)CCCC2 | -3 | -12 | 4 | -13 | -0.7 | 0 | 2 | -1 | 12 | -2.4
38 | CCC(C)N(NC(C)=O)c1nc(Cl)nc(NC(C)C)n1 (stereo not drawn) | -3 | -13 | 5 | -4 | -0.4 | -1 | -4 | 5 | -6 | 1.4
39 | COc1ccc(C2CC(c3cccc(C)c3)n3nc(N)nc3N2)cc1 (stereo not drawn) | -4 | 1 | 0 | 5 | 2.6 | 1 | -1 | 1 | 15 | -3.0
40 | O=C(NCc1nnc(SCC(=O)N2CCCc3ccccc32)o1)c1ccco1 | 1 | 7 | 8 | -4 | -1.1 | 2 | 0 | -4 | 8 | -1.3
41 | Cc1cc(NC(=O)C2CCCO2)ccc1Br (stereo not drawn) | 10 | -5 | 2 | -3 | 0.6 | -2 | -1 | -3 | 7 | -1.4
42 | CCn1c(Cc2ccccc2)nnc1SCC(=O)NC(C)(C)C | 8 | -2 | 2 | 5 | 0.1 | -1 | 9 | -5 | 10 | -1.8
43 | Cc1cccc(NC(=O)C2(C)CC3c4ccccc4C2c2ccccc23)c1 (stereo not drawn) | -3 | -37 | 10* | -2 | 0.6 | 0 | -4 | 1 | -73 | 14
44 | CN1C(=O)/C(=C/c2ccc3c(c2)OCO3)N=C1c1ccccc1 | 1 | 16 | -4 | 4 | 39 | -1 | 8 | 1 | 6 | -1.2
45 | O=c1[nH]c(SCCOc2ccccc2)nc2ccccc12 | -3 | -6 | 0 | -2 | -0.5 | 1 | 0 | -4 | 2 | -0.4
46 | CCC(C)(C)C1CCC(NC(=O)c2ccc(S(=O)(=O)N3CCOCC3)cc2)CC1 (stereo not drawn) | -4 | -5 | -2 | -1 | -0.4 | 5 | 0 | -1 | -3 | 0.8
47 | CCCc1ccccc1OCCNS(=O)(=O)c1cc2c(cc1C)OCC(=O)N2 | -3 | -19 | 8 | -14 | 0.3 | 3 | -2 | -4 | -31 | 5.5
48 | Cc1cc2ccccn2c1C(=O)c1nc(NCc2ccccc2)ncc1Cl | 3 | -8 | 3 | -3 | 1.7 | 0 | 2 | -4 | -8 | 1.2
49 | CC1=CC=CC2=N/C(=N\S(=O)(=O)c3ccc(F)cc3F)c3ccccc3CN12 | x | -15 | 5 | -9 | 2.1 | 0 | 2 | -6 | -9 | 1.9
50 | Cc1cccc(Nc2nc(-c3c(C)nc4ccccn34)cs2)c1 | 0 | -14 | 6 | -2 | 1.2 | 1 | -3 | -1 | -12 | 2.1
51 | CSc1ccc(CNc2ccc(C)cc2)cc1 | -3 | -2 | 10 | 7 | -2.6 | -1 | 0 | -5 | -22 | 3.8
52 | CCN1C(=O)[C@H]2[C@@H](c3ccc(-c4ccc(Cl)c(Cl)c4)c(OC)c3)N[C@@](C)(C(=O)OC)[C@H]2C1=O | -15 | -2 | 4 | -2 | -0.1 | -2 | 5 | -5 | 6 | -1.3
53 | Cc1nccn1CC(=O)N/N=C/c1cccc(O)c1 | -1 | 0 | 0 | -16 | 0.6 | 1 | 3 | -2 | 6 | -1.1
54 | COc1ccccc1N1CCN(CC(=O)c2c(C)[nH]c3cc(C)ccc23)CC1 | x | 1 | 1 | -8 | -0.3 | 2 | -4 | -3 | 15 | -3.2
55 | CN(C)C(=O)COc1ccc2c(-c3ccccc3)cc(=O)oc2c1 | -1 | 2 | -1 | 2 | -2.9 | -1 | -5 | -5 | 17 | -3.4
56 | Nn1cnn(Cc2ccccc2)c1=S | -9 | -7 | -3 | -2 | 1.1 | 3 | 3 | 0 | 12 | -2.0
57 | C=CC[C@@H](CC(=O)N(CCO)Cc1ccccc1)C(=O)NC[C@H](OC(=O)[C@@H](CC=C)Cc1ccc(F)cc1)c1ccccc1 | -3 | -11 | -1 | -2 | -1.3 | 0 | 3 | -9 | -32 | 5.5
58 | COc1cc(OC)cc(C(=O)N[C@H](C(=O)Nc2ccccc2N2CCOCC2)C(C)C)c1 | 39* | -6 | 2 | 0 | -0.5 | -3 | 2 | 2 | 20 | -3.5
59 | Cc1cc(C(=O)Nc2ccccc2)c2ccccc2n1 | -1 | 16 | -4 | -1 | 0.8 | 3 | -3 | -6 | 21 | -4.4
